Screening results: PubChem BioAssay, several laboratories
MEKK2wt PB1 HTS – raises or lowers MEK5 binding to wildtype human MEKK2 PB1 domain | Q9Y2U5 | bead flow cytometry, Alexa488-MEK5 binding to MEKK2 WT; actives lie on both sides | binding response (% of control), % at 10 µM | hit rate 1.1% among 290,000 | AID 1531; in the data active = binding response below about 67% or above about 130%
MEKK3 PB1 HTS – MEKK3-MEK5 PB1 interaction, increase or decrease. Q99759. hit rate 1.4% among 290,000. bead-based flow cytometry, Alexa488-MEK5 binding to MEKK3; actives lie on both sides; 0 = blocked by unlabeled MEK5, 100 = vehicle. binding response (% of control), % at 10 µM. AID 1529;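 active = binding response more than 3 SD above or below the average of its plate-row segment, actives on both sides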;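 note: Alexa488 bead fluorescence after subtracting the streptavidin-only scavenger bead signal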
Target sequence (Q99759 whole entry, looked up): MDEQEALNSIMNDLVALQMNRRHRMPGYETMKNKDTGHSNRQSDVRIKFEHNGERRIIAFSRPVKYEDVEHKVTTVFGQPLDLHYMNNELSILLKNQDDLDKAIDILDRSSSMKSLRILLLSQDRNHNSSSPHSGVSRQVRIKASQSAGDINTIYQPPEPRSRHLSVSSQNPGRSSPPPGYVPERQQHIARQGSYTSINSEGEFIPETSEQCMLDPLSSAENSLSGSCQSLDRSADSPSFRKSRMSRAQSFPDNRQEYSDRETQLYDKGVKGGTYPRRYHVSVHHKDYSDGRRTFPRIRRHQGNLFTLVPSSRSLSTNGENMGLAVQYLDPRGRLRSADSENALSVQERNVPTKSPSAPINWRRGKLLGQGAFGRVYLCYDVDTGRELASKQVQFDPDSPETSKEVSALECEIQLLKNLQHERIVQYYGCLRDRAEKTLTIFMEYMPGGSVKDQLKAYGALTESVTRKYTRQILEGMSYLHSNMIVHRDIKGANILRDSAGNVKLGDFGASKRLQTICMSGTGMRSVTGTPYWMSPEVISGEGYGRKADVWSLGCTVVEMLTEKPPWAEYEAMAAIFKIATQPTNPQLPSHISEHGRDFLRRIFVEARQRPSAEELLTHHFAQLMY
GalR3 antag – human GalR3 antagonism; O60755; HEK293 GalR3-CNG cAMP membrane potential fluorescence; galR3 body fused to GalR1 C-terminus; inhibition, % at 3 µM; hit rate 0.44% among 360,000; AID 651719;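 active = inhibition above the screen-wide average plus 3 SD, cut at about 13% in these data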;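 note: forskolin and galanin both at EC90 stimulate the cells; cAMP rise reported by CNG channel membrane potential dye signal; 0% = forskolin plus galanin with DMSO and 100% = forskolin alone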
Target sequence (O60755 1-299 limits assumed): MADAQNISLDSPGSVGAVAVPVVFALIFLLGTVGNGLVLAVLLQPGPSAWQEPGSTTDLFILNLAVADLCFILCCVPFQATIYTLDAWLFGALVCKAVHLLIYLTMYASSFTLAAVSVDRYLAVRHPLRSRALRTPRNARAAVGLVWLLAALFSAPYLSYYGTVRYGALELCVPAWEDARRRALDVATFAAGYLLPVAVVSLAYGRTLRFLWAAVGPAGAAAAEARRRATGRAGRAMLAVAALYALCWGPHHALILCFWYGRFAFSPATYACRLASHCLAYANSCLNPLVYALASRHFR
V1R ag counter – V1a receptor agonism, counter-screen for OXTR agonists | P37288 | CHO-V1R cells, Fluo-8 calcium fluorescence, agonist mode; 0% DMSO, 100% 3 nM vasopressin | activation, % at 3 µM | hit rate 0.25% among 320,000 | AID 2797;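 active = activation above the mean activation of all tested compounds plus 3 SD, per screening run, cut at about 20% in these data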;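 note: signal is peak over basal fluorescence ratio across a 100 second FLIPR read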
PHOSPHO1 block – blocks human PHOSPHO1 phosphatase activity; recombinant PHOSPHO1, absorbance phosphatase assay; inhibition, % at 13.3 µM; Q8TCT1; hit rate 1.1% among 290,000; in the data active = inhibition above about 60%
MEKK2mut PB1 HTS – signal of MEK5 binding to mutant human MEKK2 PB1 domain; bead flow cytometry, Alexa488-MEK5 binding to MEKK2 mutant; percent response, % at 10 µM; hit rate 0.35% among 290,000; in the data active = percent response above about 24%, passing the limit was not always enough; note: inactives centre near 1; some results filed as inactive read as strong as hits; reference of the scale not given here
GPR7 antagonist – human neuropeptides B/W receptor 1 antagonism. GPR7-expressing cells, fluorescence antagonist assay. inhibition, % at 4.4 µM. hit rate 1.1% among 290,000. AID 1861; in the data active = inhibition above about 16%, passing the limit was not always enough;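 note: cells stimulated with the agonist NPW; 0% = agonist with vehicle and 100% = vehicle without agonist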
OXTR agonist – agonists of human oxytocin receptor | P30559 | CHO-OTR cells, Fluo-8 calcium fluorescence; normalized: DMSO 0%, oxytocin 100% | activation, % at 3 µM | hit rate 0.32% among 320,000;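 active = activation above the mean of all tested compounds plus 3 SD, cutoff set per screening run, cut at about 20% in these data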;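 note: peak over basal fluorescence ratio from a 100 s FLIPR kinetic read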
NALP1 inh – inhibitors of NALP1 inflammasome in yeast; S. cerevisiae NALP1/ASC/caspase-1 growth, X-gal OD620, 72 h; inhibition, % at 10 µM; hit rate 0.61% among 280,000; AID 2071; in the data active = inhibition mostly above about 24%, no sharp cut-off; inactive = mostly below about 32%; note: some compounds called inactive have numbers as strong as hits
Active calls of the source: *; · = no result given.

SMILES | MEKK2wt PB1 HTS | MEKK3 PB1 HTS | GalR3 antag | V1R ag counter | PHOSPHO1 block | MEKK2mut PB1 HTS | GPR7 antagonist | OXTR agonist | NALP1 inh
Cc1onc(-c2ccccc2Cl)c1C(=O)N1CCC(Cc2ccccc2)CC1 | 104.0 | 101.0 | 0.2 | 1.8 | 38.5 | 1.0 | -2.1 | -1.1 | -6.8
S=C(NCCc1ccccc1)Nc1ccc(Cl)cc1 | 105.0 | 103.0 | -6.8 | 6.1 | 3.1 | 0.0 | -12.4 | 5.2 | 21.9
CC1(C)CC(=O)C2=C(C1)N=C1SCCC(=O)N1C2c1cccc([N+](=O)[O-])c1 (configuration not stated) | 94.0 | 96.0 | -5.1 | 0.0 | 40.0 | -2.0 | -8.7 | 1.1 | 0.7
Cc1ccc(C2=Nc3ccccc3N(C(=O)c3ccccc3)C(C)C2)cc1 (configuration not stated) | 99.0 | 97.0 | -3.1 | -0.5 | -25.0 | 0.0 | -20.2 | -2.7 | 17.2
CS(=O)(=O)Nc1ccc(C(=O)NCCSCc2c(F)cccc2Cl)cc1 | 102.0 | 100.0 | -3.7 | -0.1 | 13.5 | 5.0 | -10.6 | -0.5 | -1.9
CCOC(=O)CN(C(=O)CSc1nnc(-c2ccncc2)n1CCCN(C)C)c1ccccc1 | 102.0 | 94.0 | -1.7 | 0.2 | 13.8 | 0.0 | -12.7 | 0.3 | 9.0
COc1cccc(N/C=C/C(=O)c2ccc(Cl)cc2)c1 | 104.0 | 97.0 | -3.2 | -0.4 | 12.6 | -2.0 | -6.7 | -0.6 | 16.5
CCn1c(CNC(=O)c2cccc(C)c2)nnc1SCC(=O)NC1CCCC1 | 106.0 | 104.0 | -6.7 | 0.2 | 8.2 | 0.0 | -3.9 | -0.6 | 2.4
Cn1nnc(C(O)CNCc2cccs2)n1 (configuration not stated) | 96.0 | 96.0 | -4.8 | 0.3 | 4.4 | -5.0 | -11.7 | 1.4 | 9.6
O=C(Cn1nc(-c2ccc(F)cc2)ccc1=O)Nc1ccc(C(=O)NC2CC2)cc1 | · | · | -3.0 | 0.5 | 21.0 | · | 2.0 | -0.3 | -8.5
CCSC1=NCCN1S(=O)(=O)c1ccc(F)cc1 | 86.0 | 94.0 | -4.7 | -0.2 | 11.2 | -10.0 | -1.7 | -2.2 | 10.0
O=C(Nc1ccc(S(=O)(=O)N2CCOCC2)cc1)c1ccc(Cl)cc1Cl | 100.0 | 99.0 | -8.3 | 3.7 | 30.2 | 16.0 | -4.4 | 1.6 | 11.4
Cc1c(NS(=O)(=O)c2ccc([N+](=O)[O-])cc2)c(=O)n(-c2ccccc2)n1C | 114.0 | 107.0 | 6.3 | -0.8 | 14.1 | 6.0 | -1.6 | -0.2 | 18.0
COc1ccccc1C(=O)Nc1ccc2c(c1)CN(C(=O)CSC)CC2 | 112.0 | 105.0 | -10.1 | 0.9 | 31.1 | 10.0 | -3.0 | -0.5 | -6.1
CCOc1cc(OCC)cc(C(=O)NC(=S)Nc2cccc(C(F)(F)F)c2)c1 | · | · | 3.3 | 0.0 | 40.7 | · | 5.1 | 1.8 | 14.0
c1cc2c(cc1Oc1nc(N3CCOCC3)nc(N3CCOCC3)n1)OCO2 | 102.0 | 99.0 | 0.8 | 0.2 | 19.8 | 0.0 | -9.3 | -1.1 | 4.8
Cc1cccc(N(CC(=O)NC2CC2)S(=O)(=O)c2ccc(Cl)cc2)c1 | 102.0 | 99.0 | -3.7 | -0.7 | 41.4 | 1.0 | -18.9 | -1.2 | 2.0
CCOc1ccc(C2/C(=C(/O)c3ccc(F)cc3)C(=O)C(=O)N2CCCN(C)C)cc1 (configuration not stated) | 110.0 | 112.0 | -3.8 | 0.3 | 3.5 | 14.0 | 0.6 | 1.5 | 13.9
Cc1ccc(C23CC4CC(CC(NC(=O)N5CCN(C)CC5)(C4)C2)C3)cc1 | 118.0 | 106.0 | -4.6 | 2.9 | -28.3 | 13.0 | -4.0 | 1.8 | 16.0
Cc1cccc(C(=O)NCC(=O)N2CCN(c3ccc(Cl)cc3)CC2)c1 | 104.0 | 105.0 | 2.8 | 3.2 | 24.1 | 5.0 | -1.6 | 4.4 | 17.9
Cc1ccc(OCCN2CCN(c3ncnc4sc(C)c(C)c34)CC2)cc1 | 112.0 | 104.0 | 100.8* | 3.6 | 2.1 | 2.0 | 8.1 | 8.2 | -5.1
O=C(NCC(=O)N1CCN(c2ccccn2)CC1)c1ccc(Br)o1 | 103.0 | 100.0 | -3.8 | 0.7 | 37.6 | 7.0 | -0.1 | -0.1 | -0.2
CC(=O)Oc1ccc2c(=O)c(/C=N/c3cc(=O)[nH]c(=S)[nH]3)coc2c1 | 100.0 | 97.0 | -4.5 | 0.5 | 14.7 | -12.0 | -18.2 | -1.0 | 9.3
Cc1n[nH]c(C)c1S(=O)(=O)N1CCCC(C(=O)NCc2ccccc2Cl)C1 (configuration not stated) | 98.0 | 103.0 | -1.2 | 2.0 | 13.4 | -4.0 | 14.2 | -0.4 | 17.3
CC(=O)N(CCC(Cc1ccccc1)c1ccc2c(c1)OCO2)Cc1ccc(Cl)cc1 (configuration not stated) | 96.0 | 99.0 | -3.7 | 4.4 | -3.4 | -1.0 | 10.0 | 2.5 | 39.2

Looked up by compound from above (four):
SMILES | MEKK2wt PB1 HTS | MEKK3 PB1 HTS | GalR3 antag | V1R ag counter | PHOSPHO1 block | MEKK2mut PB1 HTS | GPR7 antagonist | OXTR agonist | NALP1 inh
CC(=O)N(CCC(Cc1ccccc1)c1ccc2c(c1)OCO2)Cc1ccc(Cl)cc1 (configuration not stated) | 96.0 | 99.0 | -3.7 | 4.4 | -3.4 | -1.0 | 10.0 | 2.5 | 39.2
Cc1cccc(N(CC(=O)NC2CC2)S(=O)(=O)c2ccc(Cl)cc2)c1 | 102.0 | 99.0 | -3.7 | -0.7 | 41.4 | 1.0 | -18.9 | -1.2 | 2.0
Cc1ccc(C23CC4CC(CC(NC(=O)N5CCN(C)CC5)(C4)C2)C3)cc1 | 118.0 | 106.0 | -4.6 | 2.9 | -28.3 | 13.0 | -4.0 | 1.8 | 16.0
CCSC1=NCCN1S(=O)(=O)c1ccc(F)cc1 | 86.0 | 94.0 | -4.7 | -0.2 | 11.2 | -10.0 | -1.7 | -2.2 | 10.0

More structures:
SMILES | MEKK2wt PB1 HTS | MEKK3 PB1 HTS | GalR3 antag | V1R ag counter | PHOSPHO1 block | MEKK2mut PB1 HTS | GPR7 antagonist | OXTR agonist | NALP1 inh
COC(=O)C1NN=C(C(=O)c2ccc(Br)cc2)C1c1cccc(Br)c1 (configuration not stated) | 107.0 | 108.0 | -2.5 | 0.5 | -1.0 | 2.0 | -9.6 | -2.9 | 30.3
CCc1cc(=O)oc2cc(C)cc(OC(C)C(=O)NC3CC(C)(C)NC(C)(C)C3)c12 (configuration not stated) | 103.0 | 103.0 | 0.9 | -0.1 | 32.4 | 2.0 | -0.2 | 0.9 | 9.0
Cc1nn(-c2ccccc2)c(N)c1C(O)(C(F)(F)F)C(F)(F)F | 127.0 | 95.0 | -4.7 | 0.2 | 3.0 | 18.0 | -2.6 | 0.4 | 25.6
COc1ccccc1NC(=O)CCn1c(=O)c2cccn2c2ccccc21 | 106.0 | 102.0 | -9.1 | 5.0 | 27.6 | 3.0 | -6.2 | 1.9 | 14.1
CC(Oc1cc2oc(=O)c3c(c2cc1Cl)CCCC3)C(=O)NCc1cccnc1 (configuration not stated) | 104.0 | 103.0 | -2.5 | 2.7 | 15.9 | 1.0 | -11.9 | 1.2 | 19.2
CC(=O)c1cnc2cc(-c3ccccc3)nn2c1C | 90.0 | 83.0 | -4.8 | -0.2 | 20.1 | -14.0 | -3.6 | 0.9 | 16.6
COc1ccc(-c2nn(-c3ccccc3)cc2/C=N/Nc2ccc(S(N)(=O)=O)cc2[N+](=O)[O-])cc1OC | 94.0 | 100.0 | 3.3 | 0.8 | 17.0 | -3.0 | -1.7 | -0.5 | 6.3
CCCc1nnc(NC(=O)CCS(=O)(=O)Cc2ccccc2)s1 | 103.0 | 102.0 | -6.8 | 0.0 | 8.0 | 3.0 | -1.9 | 1.1 | 10.1
Clc1cc(Cl)cc(CN2CCSCC2)c1 | 87.0 | 86.0 | 2.6 | -0.6 | -2.1 | -9.0 | -9.7 | 0.4 | 15.1
COc1cccc(NC(=O)Cc2nnc(SCC(=O)NC(C)c3ccccc3)n2C)c1 (configuration not stated) | 105.0 | 102.0 | -2.5 | -0.5 | -9.3 | 0.0 | -4.4 | -0.5 | 4.6
COc1ccccc1Oc1ccc(N/C=C2/CCCC2=O)cc1 | 107.0 | 122.0 | 3.4 | 0.1 | -17.2 | 2.0 | 0.2 | -1.6 | 24.8
Cc1ccc(CCNC(=O)C2CCC(=O)N(Cc3ccccc3F)C2)o1 (configuration not stated) | 104.0 | 103.0 | -3.2 | -0.8 | 22.2 | 8.0 | -3.5 | -0.3 | 5.1
CC(C)(C)C(=O)Nc1c2c(nn1-c1cccc(Cl)c1)CS(=O)(=O)C2 | 109.0 | 105.0 | -2.9 | -1.6 | 24.8 | 8.0 | -2.0 | -0.5 | 9.7
COc1ccc(F)cc1CN1CCN(c2cc(C)nc3c4c(C)cc(C)nc4nn23)CC1 | 94.0 | 99.0 | · | · | 21.9 | -1.0 | -9.8 | · | 14.0
CCc1ccc(C(=O)OCC(=O)NCC(F)(F)F)cc1 | 99.0 | 98.0 | -1.7 | -0.8 | 16.1 | -2.0 | -3.4 | -0.3 | 18.3
COCc1nnc(NC(=O)CCc2ccc(OC)cc2)s1 | 107.0 | 102.0 | -7.1 | 1.5 | · | 1.0 | -8.4 | -1.1 | 5.7
CC(=O)OC1CSC2c3ccccc3C(=O)N2Cc2sccc21 (configuration not stated) | 99.0 | 101.0 | 5.9 | -0.3 | 28.2 | 4.0 | -13.5 | -0.8 | 6.3
COc1ccc(C(c2c(C)n(C)n(-c3ccccc3)c2=O)c2c(C)n(C)n(-c3ccccc3)c2=O)cc1 | 109.0 | 107.0 | -8.2 | 0.0 | · | 8.0 | -4.1 | 0.6 | -4.7
CO/N=C/c1c(-c2ccc(Cl)cc2)nc2cc(C)ccn12 | 92.0 | 97.0 | -6.6 | -0.9 | 11.4 | -5.0 | -13.6 | -1.4 | -0.3
CCCC(NCC(O)COc1ccc(-c2ccccc2)cc1)c1ccccc1 (configuration not stated) | 123.0 | 100.0 | 8.5 | 3.3 | 0.7 | 2.0 | 19.5 | 18.6 | 39.7
CCOc1cc(C)nc(Oc2ccc(=O)[nH]n2)n1 | 100.0 | 99.0 | -6.5 | 0.4 | 5.5 | 2.0 | 2.6 | 0.2 | 5.4
O=c1c2ccccc2nc(SCc2nnc(-c3ccccc3Br)o2)n1Cc1ccco1 | 92.0 | 96.0 | -0.2 | 0.4 | -4.9 | -1.0 | 6.2 | 0.5 | 16.6
CC(C)NC(=O)c1cc2ccccc2o1 | 100.0 | 111.0 | -8.2 | -1.0 | 0.5 | 3.0 | -11.6 | -1.4 | 11.0
Cc1cc(Nc2cccc(C)c2C)n2nc(C)nc2n1 | 91.0 | 94.0 | 0.4 | -0.6 | -6.1 | -6.0 | 0.5 | -2.1 | 19.8
Cc1cc(C)cc(NC(=S)/C(=C(\[O-])c2ccc(Cl)cc2Cl)[n+]2ccccc2)c1 | 101.0 | 117.0 | 4.2 | 2.7 | 27.1 | -1.0 | 16.1* | -1.4 | -9.9
Cc1ccc(Cn2c(/C=C/c3ccco3)nc3ccccc32)cc1 | 88.0 | 95.0 | 5.0 | -0.3 | -2.4 | 8.0 | -4.4 | -2.2 | 35.4
O=C(NCCSCc1ccco1)c1ccc(CN2CCOCC2)cc1 | 98.0 | 98.0 | -6.6 | -0.2 | -3.9 | -1.0 | -5.5 | 4.4 | 3.0
COc1cccc(S(=O)(=O)Nc2ccc3c(c2)OCCO3)c1 | 109.0 | 108.0 | -11.5 | · | 34.3 | 13.0 | -16.7 | · | 24.2
